# Source: PubChem BioAssay
# Pf Dd2 inh – P. falciparum Dd2 growth inhibitors, primary screen, SYBR Green fluorescence, single dose replicates; 72 h; stronger effect = lower value; activity change, % at 10 µM; 94,000 compounds, 2.3% hits; in the data active = activity change below about -80%; inconclusive = no clear call, values can overlap the other calls
# GASC1 inh – inhibitors of GASC-1 (KDM4C) histone demethylase, primary screen, biochemical, single concentration HTS; Lysine-specific demethylase 4C (Homo sapiens), Q9H3R0; GST-KDM4C 2-372, H3K9me3 peptide, LANCE TR-FRET; inhibition, % at 12.5 µM; 96,000 compounds, 0.15% hits; AID 720574, 2013;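 active = mean replicate inhibition above about 25%, with at least 55% of replicates also reaching it, limit read from the data, passing the limit was not always enough; inconclusive = only one of those two conditions met; inactive = neither condition met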
# Target sequence (Q9H3R0 2-372 limits assumed): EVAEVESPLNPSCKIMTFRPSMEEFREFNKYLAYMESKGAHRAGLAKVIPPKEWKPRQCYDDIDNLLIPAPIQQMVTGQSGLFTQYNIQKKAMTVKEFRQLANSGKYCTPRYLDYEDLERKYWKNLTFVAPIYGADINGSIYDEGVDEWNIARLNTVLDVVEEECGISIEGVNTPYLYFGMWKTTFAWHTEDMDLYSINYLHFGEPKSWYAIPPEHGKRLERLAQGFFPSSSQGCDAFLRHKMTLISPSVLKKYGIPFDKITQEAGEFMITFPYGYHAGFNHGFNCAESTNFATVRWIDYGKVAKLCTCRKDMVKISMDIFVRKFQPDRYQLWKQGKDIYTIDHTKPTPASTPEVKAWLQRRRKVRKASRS
#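 Test system: N-terminal GST-fused human GASC-1 (KDM4C) fragment, residues 2-372; quantity: GASC-1 enzyme at 10 nM final in reaction; dosing: single dose; schedule: 30 min demethylation and 1 h detection at room temperature; signal: LANCE TR-FRET, excitation 340 nm, emissions 618 and 671 nm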
# C diff growth – C. difficile growth inhibitors, primary screen, HTS | 86,000 compounds, 0.25% hits | Clostridium difficile clinical isolate growth, OD600, 24 h; stronger effect = lower value | growth activity, negative = inhibition, % at 16 µg/mL (by protocol);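 active = mean growth activity at or below -80% and every replicate also at or below -80%; inconclusive = mean at or below -80% but some replicate above -80%; inactive = mean growth activity above -80%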;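 also: 0% = DMSO wells and -100% = levofloxacin 16 µg/mL wells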
# Tcruzi prolif – T. cruzi intracellular proliferation inhibitors, primary screen, cell-based, beta-gal Tulahuen parasites, NIH3T3 host, luminescence; inhibition, % at 8.34 µM; 77,000 compounds, 5.9% hits; AID 624255, 2012; T. cruzi beta-gal in NIH3T3, GalScreen luminescence, 90 h;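 active = mean inhibition above about 93%, with at least 55% of replicates each passing it, limit read from the data, passing the limit was not always enough; inconclusive = only one of those two conditions holds; inactive = neither condition holds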
# * = called active by the depositor; ? = inconclusive; · = no result given; & = joins results of further samples. Rows were taken by chance (roughly 6.7% active in at least one column).
Structure | Pf Dd2 inh | GASC1 inh | C diff growth | Tcruzi prolif
CCC(=O)N[C@H]1CC[C@H](CCn2cc(C3CC3)nn2)O[C@H]1CO | -5 | -0.4 | 0 | ·
O=C(c1cccc(F)c1)N1CC2(C1)[C@H](c1ccccc1)[C@H](CO)N2C(=O)C1CC1 | 41 | -1.2 | -5 | ·
CN1c2ccc(-c3ccccc3)cc2[C@@H]2[C@@H](CCN2C(=O)c2ccncc2)[C@@H]1CO | 18 | -0.1 | -9 | 103*
O=C(C[C@H]1C[C@H]2c3cc(NC(=O)CC4CC4)ccc3O[C@H]2[C@H](CO)O1)NCc1cccnc1 | 15 | -2.4 | -4 | 38
Cc1ccc(S(=O)(=O)N(C)C[C@H]2OCc3cnnn3CCCC(=O)N([C@H](C)CO)C[C@H]2C)cc1 | -12&-3 | 1.7 | · | 19&14
C[C@@H]1CN([C@H](C)CO)C(=O)Cc2cc(NS(=O)(=O)c3cn(C)cn3)ccc2O[C@H]1CN(C)Cc1ccc(-c2ccccc2)cc1 | 28 | 5.9 | -10 | 61
COCC#Cc1cnc2c(c1)C(=O)N([C@H](C)CO)C[C@H](C)[C@@H](CN(C)S(=O)(=O)c1cccc(OC)c1)O2 | -43 | -1.0 | -2 | 35
CCCNC(=O)N1C[C@@H]2N[C@H](C1)C2c1ccc(-c2cccc(OC)c2)cc1 (stereo partly specified) | -9&-4 | 1.0&-2.6 | -12&-9 | ·
C[C@H](CO)N1C[C@H](C)[C@H](CN(C)C)Oc2ncc(C#Cc3ccccc3)cc2C1=O | 36 | 20 | 5 | ·
Cc1ccccc1-c1ccc2c(c1)O[C@H](CN(C)CC1CC1)[C@H](C)CN([C@H](C)CO)S2(=O)=O | -46 | -0.9 | -5 | 58
COc1ccc(S(=O)(=O)Nc2cccc3c2O[C@@H](CN(C)Cc2ccccc2)[C@H](C)CN([C@H](C)CO)C3=O)cc1 | 16 | 16 | 2 | 8
CCN1CC(=O)N2[C@@H](CO)[C@H](c3ccc(-c4ccccc4F)cc3)[C@@H]2C1 | 31 | 1.9 | -2 | ·
O=C(c1cccnc1)N1CCCCN2[C@H](CO)[C@H](c3ccc(C#Cc4ccccc4)cc3)[C@@H]2C1 | 11 | · | -21 | 101*
COc1ccc(S(=O)(=O)Nc2cccc3c2O[C@H](CN(C)S(=O)(=O)c2ccc(OC)cc2)[C@@H](C)CN([C@H](C)CO)C3=O)cc1 | -22 | 0.7 | 0 | ·
Cc1noc(C)c1S(=O)(=O)Nc1ccc2c(c1)C(=O)N([C@H](C)CO)C[C@H](C)[C@H](CN(C)C(=O)Cc1ccccc1)OCCCC[C@H](C)O2 | -31 | -0.3 | 14 | -3
CCNC(=O)[C@H]1[C@H](CO)[C@H]2Cn3c(ccc(C4=CCCC4)c3=O)[C@@H]1N2Cc1ccccc1 | 24 | -1.1 | -1 | 9
CC(C)NC(=O)Nc1ccc2c(c1)C(=O)N([C@@H](C)CO)C[C@@H](C)[C@@H](CN(C)Cc1ccccc1)OCCCC[C@@H](C)O2 | · | -1.1 | 0 | 31
C[C@H]1CN([C@@H](C)CO)C(=O)Cc2cc(NC(=O)Cn3cnnn3)ccc2O[C@H]1CN(C)C(=O)NC1CCCCC1 | 6 | -1.6 | -4 | -11
C[C@@H]1CN([C@@H](C)CO)C(=O)c2cc(/C=C/c3ccccc3)cnc2O[C@H]1CN(C)S(C)(=O)=O | 25 | -1.2 | -1 | 17
CC(C)(O)C#Cc1ccc([C@H]2[C@H](CO)N3CCCCN(C(=O)c4ccc(F)cc4)C[C@@H]23)cc1 | -94* | -1.1 | 12 | 122*
C[C@@H]1CCCCO[C@@H](CN(C)CC2CCCCC2)[C@H](C)CN([C@@H](C)CO)C(=O)c2cc(NS(=O)(=O)c3cn(C)cn3)ccc2O1 | 20 | 5.0 | 0 | -15
CN(C)CCCNC(=O)C[C@H]1CC[C@H]2[C@H](COc3ccc(NC(=O)NC4CCCC4)cc3C(=O)N2C)O1 | 5 | 2.9 | -1 | 27
CC(C)NC(=O)Nc1ccc2c(c1)C(=O)N([C@H](C)CO)C[C@H](C)[C@H](CN(C)Cc1ccc(C(=O)Nc3ccccc3N)cc1)OCCCC[C@@H](C)O2 | ? | 0.0 | 4 | ·
CNC[C@@H]1Oc2ncc(-c3cccc(C(=O)N(C)C)c3)cc2C(=O)N([C@H](C)CO)C[C@@H]1C | -5 | 0.9 | -1 | ·
O=C(C[C@H]1C[C@@H]2c3cc(NC(=O)Nc4ccc(C(F)(F)F)cc4)ccc3O[C@@H]2[C@@H](CO)O1)NC1CCCCC1 | -29 | 0.9 | 1 | ·
C[C@H]1CN([C@@H](C)CO)C(=O)c2cccc(NS(=O)(=O)c3ccc(Cl)cc3)c2O[C@@H]1CN(C)Cc1ccc(Oc2ccccc2)cc1 | -21 | 0.6 | 11 | 73
COc1ccccc1C#Cc1ccc2c(c1)O[C@@H](CN(C)Cc1ccccc1)[C@@H](C)CN([C@@H](C)CO)S2(=O)=O | -14 | 1.6 | -1 | 122*
CCCN(C)C[C@@H]1OCCCC[C@H](C)Oc2ccc(NS(=O)(=O)c3ccc(C)cc3)cc2C(=O)N([C@@H](C)CO)C[C@H]1C | -94* | 2.7 | 13 | 62
CC(C)NC(=O)N(C)C[C@@H]1OCCCC[C@H](C)Oc2ccc(NC(=O)Nc3ccc4c(c3)OCO4)cc2C(=O)N([C@H](C)CO)C[C@@H]1C | 15 | 0.3 | -1 | 31
C[C@@H]1CCCCO[C@@H](CN(C)S(=O)(=O)c2ccccc2)[C@@H](C)CN([C@H](C)CO)C(=O)c2cc(NC(=O)c3ccncc3)ccc2O1 | -4 | 0.1 | -2 | ·

# Reprinted from the part before: three entries; new compounds follow.
Structure | Pf Dd2 inh | GASC1 inh | C diff growth | Tcruzi prolif
CCCN(C)C[C@@H]1OCCCC[C@H](C)Oc2ccc(NS(=O)(=O)c3ccc(C)cc3)cc2C(=O)N([C@@H](C)CO)C[C@H]1C | -94* | 2.7 | 13 | 62
CC(C)NC(=O)N(C)C[C@@H]1OCCCC[C@H](C)Oc2ccc(NC(=O)Nc3ccc4c(c3)OCO4)cc2C(=O)N([C@H](C)CO)C[C@@H]1C | 15 | 0.3 | -1 | 31
C[C@@H]1CCCCO[C@@H](CN(C)S(=O)(=O)c2ccccc2)[C@@H](C)CN([C@H](C)CO)C(=O)c2cc(NC(=O)c3ccncc3)ccc2O1 | -4 | 0.1 | -2 | ·
CC(C)NC(=O)NCC[C@@H]1CC[C@H](NS(=O)(=O)c2ccccc2)[C@H](CO)O1 | 9 | · | -2 | ·
CC(C)CC#Cc1ccc2c(c1)O[C@@H](CN(C)C(=O)Cc1ccccn1)[C@H](C)CN([C@H](C)CO)S2(=O)=O | -78 | -0.1 | -16 | 16
C[C@@H]1CN([C@H](C)CO)C(=O)Cc2cc(NC(=O)CCN3CCOCC3)ccc2O[C@@H]1CN(C)S(=O)(=O)c1ccc(Cl)cc1 | 9 | -0.5 | 6 | 9
COc1cccc(CN(C)C[C@H]2OCc3ccccc3-c3c(n(C)c4ccccc34)C(=O)N([C@@H](C)CO)C[C@@H]2C)c1 | -62 | -3.7 | 4 | ·
O=C(Nc1ccccc1F)N[C@H]1C=C[C@@H](CC(=O)N2CCCCC2)O[C@@H]1CO | -16 | · | -3 | -32
COCC(=O)N[C@@H]1C=C[C@H](CC(=O)NCc2ccccc2OC)O[C@@H]1CO | 13 | 1.8 | -3 | 5
Cc1noc(C)c1S(=O)(=O)Nc1ccc2c(c1)C(=O)N([C@@H](C)CO)C[C@H](C)[C@H](CN(C)Cc1ccc(Oc3ccccc3)cc1)O2 | -2 | -0.3 | · | 2
C[C@@H]1CN([C@H](C)CO)C(=O)c2cc(C3=CCCC3)cnc2O[C@@H]1CN(C)S(C)(=O)=O | 14 | -1.4 | -2 | ·
COc1ccc(S(=O)(=O)Nc2ccc3c(c2)C(=O)N([C@H](C)CO)C[C@H](C)[C@H](CN(C)Cc2ccncc2)OCCCC[C@@H](C)O3)cc1 | 16 | -0.9 | -2 | 94
COc1ccc(S(=O)(=O)N(C)C[C@@H]2Oc3ccc(NC(=O)CCCN(C)C)cc3C(=O)N([C@@H](C)CO)C[C@H]2C)cc1 | -46 | 2.1 | -5 | ·
CNC[C@@H]1OCCCC[C@@H](C)Oc2ccc(NC(=O)c3ccccc3)cc2C(=O)N([C@@H](C)CO)C[C@@H]1C | 11 | 0.3 | 13 | 94
O=C(c1cnccn1)N1CC(=O)N2[C@H](C1)[C@H](c1ccc(C#CCc3ccccc3)cc1)[C@@H]2CO | -47 | 2.5 | -8 | ·
Cc1ccc(S(=O)(=O)N(C)C[C@H]2Oc3ccc(NC(=O)CCN4CCOCC4)cc3C(=O)N([C@@H](C)CO)C[C@H]2C)cc1 | 12 | -2.9 | -7 | 25
COc1ccc(C#Cc2ccc([C@H]3[C@@H](CO)N4CCCCN(Cc5ccccc5F)C[C@H]34)cc2)cc1 | -72 | -1.4 | -100* | -9
COc1ccc(-c2cnc3c(c2)C(=O)N([C@H](C)CO)C[C@H](C)[C@H](CN(C)S(=O)(=O)c2ccc(F)cc2)O3)cc1 | -35 | -6.5 | -10 | 93
O=C(C[C@H]1CC[C@@H]2[C@H](COC[C@@H](O)CN2S(=O)(=O)c2ccc(F)cc2)O1)NCC1CCCCC1 | · | · | 39&-4 | 75
C[C@H](CO)N1C[C@H](C)[C@H](CN(C)Cc2ccccc2)Oc2ccc(NC(=O)C3CC3)cc2C1=O | 22 | -3.1 | 0 | -39
CO[C@@H]1CN(C)C(=O)c2cc(NC(=O)C3CC3)ccc2OC[C@@H](C)N(C(=O)c2ccccc2F)C[C@@H]1C | -47 | 0.0 | 0 | 33
C[C@H]1CN([C@@H](C)CO)S(=O)(=O)c2ccc(C3=CCCCC3)cc2O[C@@H]1CN(C)S(=O)(=O)c1cn(C)cn1 | 49 | -0.4 | · | 11
CC(C)c1cn(CC[C@H]2CC[C@H](NC(=O)C3CCCCC3)[C@H](CO)O2)nn1 | · | 0.4 | -2 | ·
C[C@@H]1CCCCO[C@@H](CN(C)CC2CCCCC2)[C@@H](C)CN([C@H](C)CO)C(=O)c2cc(N(C)C)ccc2O1 | 22 | -0.8 | 2 | 77
C[C@@H]1CN([C@@H](C)CO)C(=O)c2cc(NS(=O)(=O)c3ccc(F)cc3)ccc2O[C@@H](C)CCCCO[C@H]1CN(C)C(=O)c1ccccc1 | -23 | 0.9 | 4 | 22
N#C[C@@H]1[C@@H](c2ccccc2-c2cccc(F)c2)[C@H](CO)N1C(=O)CN1CCOCC1 | 32 | · | 3 | ·
O=C(C[C@H]1CC[C@@H]2[C@H](COC[C@@H](O)CN2Cc2ccccc2F)O1)NCc1ccccc1F | 5 | 1.4 | 1 | -15
C[C@@H]1CN([C@H](C)CO)C(=O)c2c(c3ccccc3n2C)-c2ccccc2CO[C@H]1CN(C)S(=O)(=O)c1ccc(Cl)cc1 | -84* | -2.1 | · | 91
CCC(=O)NC[C@H]1[C@H](c2ccccc2)[C@@H](CO)N1C(=O)C1CC1 | 16 | 1.2 | 2 | -38
CS(=O)(=O)Nc1ccc2c(c1)[C@H]1C[C@@H](CC(=O)NCCc3ccccc3)O[C@H](CO)[C@H]1O2 | 33 | -0.3 | -5 | 34
COc1ccc(S(=O)(=O)N(C)C[C@H]2Oc3ccc(NC(=O)Nc4cccc5ccccc45)cc3C(=O)N([C@@H](C)CO)C[C@H]2C)cc1 | 7 | -0.9 | 2 | 104
N#C[C@@H]1[C@H](c2ccc(C3=CCCCC3)cc2)[C@H](CO)N1S(=O)(=O)c1ccccc1 | -14 | 5.2 | 6 | 90
CO[C@@H]1CN(C)C(=O)c2cc(NS(=O)(=O)c3ccccc3C)ccc2OC[C@@H](C)N(C)C[C@@H]1C | -13 | 0.4 | · | -4
COc1ccc2c3c([nH]c2c1)[C@@H](CO)N(C(=O)Nc1ccc(F)cc1)CC31CCN(S(=O)(=O)c2cccc(C)c2)CC1 | -42 | -1.8 | -7 | ·
COc1ccc2c3c(n(C)c2c1)[C@@H](CO)N(C(=O)c1ccc(F)cc1)CC31CCN(C(C)=O)CC1 | 15 | 0.2 | 1 | ·
O=C(c1cccc(F)c1)N1CCCCN2[C@@H](CO)[C@@H](c3ccc(-c4cncnc4)cc3)[C@@H]2C1 | 20 | 0.5 | -1 | -4
C[C@@H]1CN([C@H](C)CO)S(=O)(=O)c2ccc(C#CC3CC3)cc2O[C@@H]1CN(C)C(=O)Cc1ccncc1 | -42 | -0.9 | 2 | ?
C[C@@H]1CN([C@@H](C)CO)S(=O)(=O)c2ccc(-c3cccc(F)c3)cc2O[C@H]1CN(C)S(C)(=O)=O | -20 | -0.6 | -6 | 62
C[C@@H]1CN([C@@H](C)CO)C(=O)Cc2cc(NC(=O)Nc3ccccc3)ccc2O[C@H]1CN(C)Cc1ccc(C(=O)O)cc1 | 24 | -2.5 | -5 | -24
